Source: PubChem BioAssay
Siah-1 displacement = blockers of Siah-1 interaction with plectin peptide – biochemical, fluorescence polarization, rhodamine-plectin, uHTS, primary screen (AID 1817); 0.02% of 290,000 active; one-dose displacement, % at 20 µM; IC50 in µM for titrated hits; Siah-1 / rhodamine-plectin peptide fluorescence polarization; higher % means a stronger effect;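 active = displacement of at least 50% at 20 µM, with a fluorescence ratio check between 0.3 and a set limit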;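 also: plate controls were Siah plus tracer with DMSO for no effect and tracer alone without Siah for full effect; strong numbers were not always called active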
Hep lipid drop = hepatic lipid droplet formation modulation | AID 1656 | inhibition, % at 6.5 µM | AML12 mouse hepatocytes, oleate lipid droplets, BODIPY imaging | 0.4% of 240,000 active;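 active = lipid droplet intensity inhibited by at least 50%, with more than 500 cells counted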
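Assay system: AML12 hepatocytes (mouse) / Also added: 100 µM oleic acid challenge / Times: overnight treatment with compound plus oleate / Detection: high-content imaging of BODIPY-stained droplets and DAPI nuclei / Evaluation: % inhibition of lipid droplet signal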
K1F lysis inhibition = inhibition of K1F phage lysis, E. coli UTI89, bacterial capsule biogenesis inhibitors, alamar blue (AID 488966); 0.02% of 340,000 active; inhibition, % at 100 µM, or IC50 in µM where a hit was titrated; E. coli UTI89 K1F phage lysis, alamar blue, 2 h; higher % means a stronger effect;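 active = phage lysis inhibition, versus mean bacterial control, above a set limit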;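 also: capsule biogenesis inhibitors block K1F phage lysis so surviving cells raise fluorescence; higher fluorescence means more inhibition of phage lysis; actives were called in the ten point dose series up to 300 µM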
Hep lipid drop cells 6.5 µM = also measured in Hep lipid drop; calls as there; cell count; measured here: cell count, cytotoxicity flag;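 cells counted across two imaged fields per well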
The depositor's hits bear a star; [ ] = dose if it differs, or a comment.

Each structure is followed by: Siah-1 displacement	Hep lipid drop	Hep lipid drop cells 6.5 µM	K1F lysis inhibition
CC1CCN(CCNC(=O)C2CCCN(c3ncnc4c3nc3n4CCCCC3)C2)CC1 (stereo not given)
  -3%	-4	681	0.6%
CCN(CC(=O)NCc1ccc(Cl)cc1)C(=O)c1cc2ccccc2o1
  0%	-1	742	0.1%
CCOc1ccc(Cl)cc1S(=O)(=O)N1CCC(C(=O)NCC2CCCO2)CC1 (stereo not given)
  2%	0	794	-0.2%
O=C(Cn1cnc2c(nnn2Cc2ccc(F)cc2)c1=O)Nc1ccc2c(c1)OCCO2
  0%	9	732	0.2%
Cc1cc(S(=O)(=O)N2CCOCC2)c(C)s1
  4%	17	704	0.7%
CC(C)NC(=O)c1ccc(CN2CCc3ccccc3C2)cc1
  -2%	-9	822	0.2%
COc1ccc(CC(=O)O/N=C(\N)c2ccccn2)cc1OC
  0%	-6	695	0.0%
CCC(C)c1ccccc1NC(=O)c1[nH]c(C)c(C(C)=O)c1C (stereo not given)
  -3%	-1	767	0.2%
Cc1ccc(CS(=O)(=O)c2cn(CC(=O)N3CCOCC3)c3ccccc23)cc1
  -6%	-2	721	0.9%[50 µM]
Cc1[nH]c2ccccc2c1C(=O)C(=O)N1CCN(c2ccccc2Cl)CC1
  0%	8	737	0.1%
O=C(NCc1ccccc1)c1cc2ccc(O)cc2oc1=O
  16%	4	870	0.2%
Cc1ccccc1CN1CCc2cc([N+](=O)[O-])ccc21
  -4%	-4	729	0.1%
CS(=O)(=O)c1ccc(-c2nnn(CC(=O)N3CCCCC3)n2)cc1
  1%	-3	733	-1.9%
COc1ccc(CCNC(=O)CS(=O)Cc2nc(-c3ccccc3F)oc2C)cc1OC (stereo not given)
  3%	-20	681	-0.7%
CC(C)CCNc1nc(N)c([N+](=O)[O-])c(NC2CCCCC2)n1
  7%	20	834	0.3%
Cc1cc(C)c(S(=O)(=O)NCc2csc(C)n2)c(C)c1
  -1%	-5	840	-0.6%[50 µM]
O=C(O)c1cccc(NC(=O)c2ccc(N3C(=O)c4ccc(C(=O)Nc5cccc(C(=O)O)c5)cc4C3=O)cc2)c1
  6%	-6	745	-0.8%
Nc1nonc1C(=O)NCCNC(=O)c1cccc(Cl)c1
  3%	0	767	0.0%
Cc1c(-n2c(=O)n(Cc3ccccc3)c(=O)c3[nH]cnc32)cccc1S(C)=O (stereo not given)
  12%	5	800	-0.1%
CC(Oc1ccc(Cl)cc1Cl)C(=O)NNC(=O)C(=O)N1CCCC1 (stereo not given)
  0%	-2	796	0.3%
CCOC(=O)c1ccccc1N=Cc1c(O)c2ccccc2oc1=O
  10%	-1	793	-0.2%
O=C(NCCS(=O)(=O)N1CCN(c2ccccc2F)CC1)C1CC(=O)N(c2ccc(F)cc2)C1 (stereo not given)
  6%	-8	763	0.4%
O=C(Nc1ccc(C(=O)O)cc1)/C(=C\C=C\c1ccccc1)NC(=O)c1ccccc1Br
  -2%	-3	852	-2.0%[50 µM]
COc1cc(C2NC(=O)NC(C)=C2C(=O)OCC2CCCCC2)cc(Cl)c1O (stereo not given)
  1%	-3	755	-0.7%
O=C(NCCN1CCN(S(=O)(=O)c2ccc(F)cc2)CC1)C(=O)NCc1ccccc1
  -1%	5	831	0.3%

Among those listed so far, nine contain sulfur.
Each structure is followed by: Siah-1 displacement	Hep lipid drop	Hep lipid drop cells 6.5 µM	K1F lysis inhibition
CCOc1ccc(Cl)cc1S(=O)(=O)N1CCC(C(=O)NCC2CCCO2)CC1 (stereo not given)
  2%	0	794	-0.2%
Cc1cc(S(=O)(=O)N2CCOCC2)c(C)s1
  4%	17	704	0.7%
Cc1ccc(CS(=O)(=O)c2cn(CC(=O)N3CCOCC3)c3ccccc23)cc1
  -6%	-2	721	0.9%[50 µM]
CS(=O)(=O)c1ccc(-c2nnn(CC(=O)N3CCCCC3)n2)cc1
  1%	-3	733	-1.9%
COc1ccc(CCNC(=O)CS(=O)Cc2nc(-c3ccccc3F)oc2C)cc1OC (stereo not given)
  3%	-20	681	-0.7%
Cc1cc(C)c(S(=O)(=O)NCc2csc(C)n2)c(C)c1
  -1%	-5	840	-0.6%[50 µM]
Cc1c(-n2c(=O)n(Cc3ccccc3)c(=O)c3[nH]cnc32)cccc1S(C)=O (stereo not given)
  12%	5	800	-0.1%
O=C(NCCS(=O)(=O)N1CCN(c2ccccc2F)CC1)C1CC(=O)N(c2ccc(F)cc2)C1 (stereo not given)
  6%	-8	763	0.4%
O=C(NCCN1CCN(S(=O)(=O)c2ccc(F)cc2)CC1)C(=O)NCc1ccccc1
  -1%	5	831	0.3%

Taken from above.
Hep lipid drop result of CS(=O)(=O)c1ccc(-c2nnn(CC(=O)N3CCCCC3)n2)cc1 : -3
K1F lysis inhibition result of COc1ccc(CCNC(=O)CS(=O)Cc2nc(-c3ccccc3F)oc2C)cc1OC (stereo not given) : -0.7%

An excerpt, so the mix of outcomes need not match the whole.
